From PubChem BioAssay
TRPC4 act: opens the mouse TRPC4 cation channel | Q9QUQ5 | HEK293 TRPC4beta/mu-opioid, Fluo4 calcium fluorescence; hits give high values | 310,000 tested, 0.49% active | B-score at 10 µM | AID 2237;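 active = B-score above 5 SD of library B-scores, and initial fluorescence ratio not above library mean plus 5 SD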;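 note: positive B-score marks a calcium rise read as TRPC4 activation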
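System – HEK293 cells stably co-expressing mouse TRPC4beta and mu-opioid receptor · Signal – Fluo4 calcium-sensitive dye fluorescence, kinetic, 1 Hz baseline · Benchmarks – buffer (low) and maximal DAMGO (high) · Read-out – B score of integrated fluorescence ratio per well · Incubation – dye loading 45 min room temperature, 110 s kinetic read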
IEC-6 tox: kills IEC-6 intestinal cells in KLF5 counter-screen; IEC-6 cytotoxicity, luminescence viability; inhibition, % at 5 µM; 290,000 tested, 0.78% active; AID 1825; in the data active = inhibition above about 22%;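 note: 0% = plate median of test compound wells and 100% = cytotoxic reference compound wells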
KLF5 inh: kruppel-like factor 5 inhibition; inhibition, % at 5 µM; AID 1700; DLD-1 KLF5 promoter-luciferase reporter, luminescence; 290,000 tested, 0.23% active;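 active = inhibition above a per-plate limit of that plate's mean compound inhibition plus 3 SD, cut at about 60% in these data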;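 note: 0% = DMSO wells and 100% = LY294002 at 200 µM; higher means less KLF5 promoter-driven luciferase light; inactives centre near -14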
HIF activator: HIF pathway transcriptional activation. U2OS HRE-luciferase reporter, luminescence; normalized: DMSO 0%, desferrioxamine 100%. activation, % at 7.5 µM (by protocol). 300,000 tested, 0.32% active. AID 1910;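 active = mean activation of at least 10% of the iron chelator positive control signal, with at least half of replicates also reaching 10%; inconclusive = mean and replicate majority disagree about reaching 10%; inactive = mean and most replicates under 10%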
aSyn 5UTR inh: MLPCN primary screen, SNCA 5' untranslated region; alpha-synuclein 5'UTR reporter, inhibitor activity; inhibition, % (tested at 7.5 µM); 300,000 tested, 0.82% active; AID 1813; in the data active = inhibition above about 60%; inconclusive = no clear call, values can overlap the other calls;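 note: H4 neuroglioblastoma cells stably carrying SNCA 5'UTR luciferase fusion; 0% = DMSO wells and 100% = positive control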
SKKanGAS inh: SKKanGAS growth inhibition; inhibition, % at 7.5 µM; 300,000 tested, 1.3% active; S. pyogenes SKKanGAS, kanamycin growth, BacTiter-Glo, 6 h; AID 1662;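 active = mean replicate score, as percent of positive control median, at least 50; inconclusive = mean below 50 but one replicate at or above 50; inactive = mean and every replicate below 50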;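 note: strain carries kanamycin resistance gene driven by streptokinase promoter and grows in 40 µg/ml kanamycin; loss of luminescence reflects streptokinase promoter inhibition or plain growth inhibition; 0% = median of DMSO wells and 100% = positive control at its reference dose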
TRPC6 activator: activates the mouse TRPC6 cation channel; AID 2550; HEK293-TRPC6 membrane potential dye fluorescence; hits give high values; 310,000 tested, 0.13% active; Q61143; B-score at 10 µM;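 active = B-score of the integrated fluorescence ratio above library mean plus 3 SD, and starting fluorescence ratio within library mean plus 5 SD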;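 note: higher score means more depolarization so channel activation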
TRPC6 inh: mouse TRPC6 channel inhibition. Q61143. HEK293-TRPC6, membrane potential dye, ACh-evoked depolarization; hits give low values. B-score at 10 µM. 310,000 tested, 1.1% active;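 active = B-score under library mean minus 3 SD, initial fluorescence not abnormally high, positive integrated signal ratio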;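 note: B-score derived from integrated fluorescence ratio over the kinetic read; more negative B-score means stronger inhibition of depolarization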
TRPC4 PAM: allosterically enhances the mouse TRPC4 cation channel; B-score at 10 µM; Q9QUQ5; 310,000 tested, 0.42% active; HEK293 TRPC4beta/mu-opioid, DAMGO EC20, Fluo-4 Ca2+ flux; hits give high values; AID 2227;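 active = B-score of calcium response area above 5 SD of library B-scores, with initial fluorescence ratio within 5 SD of library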;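 note: B-score of integrated fluorescence ratio over time as area under calcium response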
MrgX1 antagonist: human MrgX1 receptor antagonism, primary screen; Q96LB2; MRGX1-HEK293 calcium flux, Fluo-4, BAM8-22 antagonism; hits give low values; B-score at 10 µM; 310,000 tested, 1.3% active; AID 588676;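 active = calcium-response B-score plate-corrected more than 3 library SD below zero, starting fluorescence within 5 deviations, no agonist response on first addition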;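 note: peak minus trough fluorescence over baseline after final BAM8-22 challenge near maximal dose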
Target sequence (Q96LB2 whole entry, looked up): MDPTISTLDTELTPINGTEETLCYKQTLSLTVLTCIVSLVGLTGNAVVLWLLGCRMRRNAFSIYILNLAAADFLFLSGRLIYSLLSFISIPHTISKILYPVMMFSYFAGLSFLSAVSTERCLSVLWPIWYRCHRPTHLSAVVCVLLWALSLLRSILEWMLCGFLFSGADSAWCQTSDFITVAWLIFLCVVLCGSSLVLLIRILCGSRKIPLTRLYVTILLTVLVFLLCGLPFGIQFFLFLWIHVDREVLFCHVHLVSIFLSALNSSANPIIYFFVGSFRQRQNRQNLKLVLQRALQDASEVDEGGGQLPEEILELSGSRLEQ
TRPC4 block: blocks the mouse TRPC4 cation channel; Q9QUQ5; HEK293 TRPC4beta/mu-opioid, DAMGO-evoked Fluo4 calcium flux; hits give low values; B-score at 10 µM; 300,000 tested, 0.39% active; AID 2247;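 active = B-score over 3 SD under the library average, no early fluorescence shift, positive overall ratio signal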
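Assay system: TRPC4beta/mu-opioid receptor HEK293 cell line; compound dosing: single concentration per test compound; detection: Fluo4 Ca2+ flux fluorescence; evaluation: per-well B score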
Active calls of the source: *; i = inactive; ? = inconclusive; . = no result given.

SMILES	TRPC4 act	IEC-6 tox	KLF5 inh	HIF activator	aSyn 5UTR inh	SKKanGAS inh	TRPC6 activator	TRPC6 inh	TRPC4 PAM	MrgX1 antagonist	TRPC4 block
COc1cc2c(cc1NC(=O)CCCN1C(=O)CCC1=O)oc1ccccc12	i	7.9	-31.6	2.5	-57.2	16.3	i	i	i	i	i
CC(NC(=O)CN1CCCC1)C12CC3CC(CC(C3)C1)C2 (stereo unspecified)	i	-5.9	13.9	-0.5	2.7	0.0	i	i	i	i	i
COC(=O)c1cc(-c2ccc(Cl)cc2Cl)n[nH]1	i	1.1	-96.3	0.4	-42.2	2.3	i	i	i	i	i
CC1(C)CC(NC(=O)c2ccccc2)CC(C)(C)N1	i	-5.8	-39.0	-1.9	-1.4	-1.8	i	i	i	i	i
CCCOc1ccc(CC(CC(=O)O)(C(=O)O)C(=O)O)cc1	i	-1.4	-8.9	-0.1	0.8	1.4	i	i	i	i	i
COc1cc(OC)cc(C(=O)NCC(=O)OCC(=O)c2cc(C)n(Cc3ccco3)c2C)c1	i	-9.8	-10.5	0.9	-4.0	2.2	i	i	i	i	i
Cc1cccc(NC(=O)CCc2nnc3ccc(NCc4ccco4)nn23)n1	i	-4.7	-13.6	-0.4	-16.8	-0.7	i	i	i	i	i
O=C(NCc1cccs1)C1CCCN1C(=O)Nc1cccc(Cl)c1 (stereo unspecified)	i	-5.3	-22.4	-0.2	8.3	0.3	i	i	i	i	i
N=C1SC(c2ccccc2)C(=O)N1c1ncc(Cc2ccccc2)s1 (stereo unspecified)	i	-1.0	13.2	0.7	-23.5	97.2*	i	i	i	i	i
NC(=NCc1ccco1)NC(=O)c1ccc(Cl)cc1	i	1.1	-93.9	1.6	-127.7	-3.8	i	i	i	i	i
O=C(NN1CCOCC1)c1ccccc1Br	i	5.6	6.3	-1.0	1.6	-15.3	i	i	i	i	i
O=C(NN1C(=O)c2ccccc2NC1c1cccnc1)c1ccc([N+](=O)[O-])cc1 (stereo unspecified)	i	-3.6	-31.8	0.3	8.0	-6.2	i	i	i	i	i
CC(C)(C)c1ccc(S(=O)(=O)NCC2CCCO2)cc1 (stereo unspecified)	i	-0.7	-19.7	1.8	4.7	-3.6	i	i	i	i	i
COc1ccccc1-c1nc2ccc(Cl)cc2c(=O)n1O	i	7.0	-12.0	0.9	-14.9	2.1	i	i	i	i	i
CCn1nc(C(=O)Nc2ccc(S(=O)(=O)Nc3nccs3)cc2)c2ccccc2c1=O	i	-3.8	-11.5	-0.3	19.3	12.4	i	i	i	i	i
CCOC(=O)N1CCC(N(C(=O)Nc2ccccc2)C(C)CC)CC1 (stereo unspecified)	i	2.8	-12.9	-0.3	-28.6	-11.1	i	i	i	i	i
CCOc1ccc(CCNC(=O)C2CC(=O)N(C3CCCC3)C2)cc1OCC (stereo unspecified)	i	0.2	-8.2	-0.2	12.6	15.2	i	i	i	i	i
Cc1nc(SCC(=O)Nc2cccc(Cl)c2)n[nH]1	i	2.5	-9.3	-0.3	-6.4	-13.5	i	i	i	i	i
Cn1c(N2CCN(S(=O)(=O)c3ccc(F)cc3)CC2)nc2ccccc21	i	6.7	-10.5	0.6	11.5	-3.0	i	i	i	i	i
CCc1cc(CNC(=O)C2CCC(=O)N(Cc3ccc(Cl)cc3)C2)on1 (stereo unspecified)	i	3.5	-15.1	-0.9	11.8	-1.7	i	i	i	i	i
CCCCC(C(=O)NC(C)(C)C)N(Cc1ccccc1Cl)C(=O)c1snc(C(N)=O)c1N (stereo unspecified)	i	-1.8	-7.8	-0.5	20.8	6.2	i	i	i	.	i
O=C(Cc1n[nH]c(=O)c2ccccc12)OCC(=O)c1ccc(OC(F)F)cc1OC(F)F	i	.	.	-4.8	-12.7	1.0	i	i	i	i	i
CCOc1ccc(N2CC(C(=O)Nc3ccc(S(=O)(=O)NCC4CCCO4)cc3)CC2=O)cc1 (stereo unspecified)	i	2.3	-15.3	1.4	14.3	-3.0	i	i	i	i	i
COc1ccc2c(c1)CCN(C(=O)CCl)C2C1C(=O)CCCC1=O (stereo unspecified)	i	3.6	-33.5	-0.3	11.4	1.0	i	i	i	i	i
CC(=O)Oc1ccc(C(=O)Nc2ccc(S(=O)(=O)NCC3CCCO3)cc2)cc1 (stereo unspecified)	i	2.2	-22.2	0.3	-12.2	8.9	i	i	i	i	i

SMILES	TRPC4 act	IEC-6 tox	KLF5 inh	HIF activator	aSyn 5UTR inh	SKKanGAS inh	TRPC6 activator	TRPC6 inh	TRPC4 PAM	MrgX1 antagonist	TRPC4 block
Cc1noc(C)c1-c1nc(CS(=O)(=O)c2ccc(Cl)cc2)no1	i	3.2	10.9	-0.5	-1.8	0.1	i	i	i	i	i
CC(C)C(C)NC(=O)COc1ncnc2ccccc12 (stereo unspecified)	i	0.4	-39.5	-0.7	13.4	0.7	i	i	i	i	i
COC(=O)C1=C(C)OC(N)=C(C#N)C1c1ccsc1 (stereo unspecified)	i	-1.4	-24.8	-0.2	-1.7	-0.5	i	i	i	i	i
O=C(COC(=O)CSc1ccc(F)cc1)NNC(=O)c1ccc([N+](=O)[O-])cc1	i	.	.	0.1	4.5	-17.4	i	i	i	i	i
Cc1cccc(-n2c(SCC(=O)NCc3ccc4c(c3)OCO4)nc3ccccc3c2=O)c1	i	3.0	-1.9	-0.9	7.7	-0.3	i	i	i	i	i
CCc1ccc(N(CC(=O)NCc2cccnc2)S(=O)(=O)c2ccccc2)cc1	i	0.4	-21.4	0.0	11.0	-18.2	i	i	i	i	i
CCOC(=O)N1CCC(NC(=O)c2cc3cc4cc(OC)ccc4nc3o2)CC1	i	-0.2	-0.7	-0.7	6.9	1.3	i	i	i	i	i
Cc1nn(Cc2ccc(Cl)cc2)c(C)c1NC(=O)c1noc2c1CCc1ccccc1-2	i	-5.7	-16.3	0.2	19.9	22.3	i	i	i	i	i
O=c1cc(-c2ccccc2)nc(N2CCN(Cc3ccccc3)CC2)[nH]1	i	-8.8	-21.2	-0.1	19.9	-1.7	i	i	i	i	i
CC(/C=C/c1ccccc1)=N/O	i	-5.5	-19.6	0.2	-54.5	3.8	i	i	i	i	i
CC(CCC(=O)O)C1CC[C@H]2C3CCC4CC(=O)CCC4(C)[C@H]3CC(=O)C12C (stereo partly specified)	i	1.6	18.5	-34.2	-2.0	-0.4	i	i	i	i	i
Cc1cccc(C)c1OC1(c2ccccc2)OC(=O)c2ccccc21 (stereo unspecified)	i	-5.4	4.4	0.3	-20.3	?	i	i	i	i	i
Cc1c(C2(O)C(=O)Nc3ccc(F)cc32)c(=O)n(-c2ccccc2)n1C (stereo unspecified)	i	1.4	16.0	-0.1	4.5	-4.2	i	i	i	i	i
CN(C)S(=O)(=O)n1cnc(-c2ccccc2)c1-c1ccccc1	i	-4.1	-44.8	-1.2	25.7	-1.4	i	i	i	i	i
CC(=O)c1c(C)nn(CCC(=O)O)c1C	i	1.0	17.1	-0.4	12.4	-11.8	i	i	i	i	i
COc1ccc(Nc2nnc(Cc3ccc(Cl)cc3)c(=O)[nH]2)c(OC)c1	i	-2.3	16.9	-0.3	12.1	10.7	i	i	i	i	i
Cc1ccc(C2=Nn3c(COc4ccc(Cl)cc4)nnc3SC2CC(=O)O)cc1 (stereo unspecified)	i	-8.2	-22.4	-0.6	-3.9	6.5	i	i	i	i	i
Cc1ccc(NC(=O)C2CCCN(C(=O)c3ccc(Cl)cc3)C2)cc1 (stereo unspecified)	i	-4.6	-86.4	1.2	-25.2	1.4	i	i	i	i	i
Cc1cc(=O)oc2cc(OC(=O)CCN3C(=O)c4ccccc4C3=O)ccc12	i	-4.7	-6.0	0.1	-3.3	1.0	i	i	i	i	i
COc1ccc(C(=O)/C=C/c2ccc(OC)c(O)c2)c(F)c1	i	-5.3	-36.2	0.8	-38.5	-5.1	i	i	i	i	i
COc1ccc(-c2cc(C(=O)NC3=NCCS3)c3ccccc3n2)cc1OC	i	7.1	-40.1	0.2	-40.7	0.5	i	i	i	i	i
Cn1cnnc1Sc1nc2ccccc2nc1NS(=O)(=O)c1ccccc1	i	-0.3	-4.3	.	-7.2	4.6	i	i	i	i	i
COc1ccc(CC(=O)OCC(=O)NC(=O)NC(C)C)cc1	i	0.3	-16.8	0.3	3.8	2.6	i	i	i	i	i
C/C(=N\Nc1ccc(Cl)c(C(=O)O)c1)c1cccc2ccccc12	i	7.1	-32.9	0.2	-5.3	9.8	i	i	i	i	i
Cc1ccc(-c2nnc(CSc3nnc(COc4cccc5ccccc45)n3-c3ccccc3)o2)cc1	i	0.5	-22.4	-0.2	26.3	39.3	i	i	i	i	i

SMILES	TRPC4 act	IEC-6 tox	KLF5 inh	HIF activator	aSyn 5UTR inh	SKKanGAS inh	TRPC6 activator	TRPC6 inh	TRPC4 PAM	MrgX1 antagonist	TRPC4 block
CCN(C(=O)CSc1nc2ccccc2c(=O)n1-c1ccc(C)cc1)C1CCS(=O)(=O)C1 (stereo unspecified)	i	3.1	2.4	0.5	-31.1	-3.7	i	i	i	i	i
N=c1n(CC(=O)c2cccs2)c2ccccc2n1Cc1ccccc1	i	-5.6	-45.0	-0.6	-6.8	6.8	i	-9.73*	i	i	i
CCC(CC)NC(=O)C1CC(=O)N(CCc2ccc(F)cc2)C1 (stereo unspecified)	i	-6.3	-6.5	-18.4	9.5	-0.2	i	i	i	i	i
NC(=O)C1(N2CCCCC2)CCN(C(=O)Nc2ccccc2C(F)(F)F)CC1	i	0.9	-15.0	-0.3	12.6	-1.7	i	i	i	i	i
CCCCCCCc1ccc(-c2ccc(O)cc2)nc1	i	-5.8	-54.6	4.5	-27.6	17.1	i	i	i	i	i
COc1cc(C(=O)Nc2cc(C)ccn2)ccc1OCC(=O)N1CCOCC1	i	-2.9	-15.9	2.5	-32.7	-4.7	i	i	i	i	i
CCC1(c2cccc(Cl)c2)NC(=O)N(Cc2cc(C(=O)OC)c(C)o2)C1=O (stereo unspecified)	i	6.3	-11.9	-1.1	24.5	-5.2	i	i	i	i	i
Cc1[nH]c2ccccc2c1C(=O)CN1CCCC(C)C1 (stereo unspecified)	i	3.4	3.5	1.7	-18.1	-2.4	i	i	i	i	i
